# BioA inh – BioA (M. tuberculosis) enzyme inhibition | purified M. tuberculosis BioA enzyme, plate reader | inhibition, % at 9.99 µM | hit rate 0.096% among 360,000 | AID 602481; in the data active means inhibition above about 40%; inconclusive means no clear call, values can overlap the other calls
# MazEF act – increases E. coli MazEF RNase cleavage of RNA | FAM/BHQ RNA-DNA oligo cleavage fluorescence, 5 h | activation, % at 20 µM | AID 504720 | P0AE70 | hit rate 0.32% among 350,000; in the data active means activation above about 50%
# FadD28 binding – blocks FadD28 binding to the bisubstrate probe; fluorescence polarization; AID 588549; hit rate 0.22% among 360,000; inhibition, % at 12.5 µM; in the data active means inhibition above about 8.5%, passing the limit was not always enough; inconclusive means no clear call, values can overlap the other calls
# Mtb FBA inh – inhibitors of M. tuberculosis fructose-bisphosphate aldolase; P9WQA3; purified M. tuberculosis FBA, fluorescence read-out; inhibition, % at 1 µM; hit rate 2.3% among 360,000; AID 588726; in the data active means inhibition above about 27%;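 further: 0% = vehicle and 100% = reference inhibitor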
# Rv3671c protease – inhibitors of M. tuberculosis serine protease Rv3671c; P9WHR9; inhibition, % at 5.96 µM; hit rate 0.048% among 320,000; in the data active means inhibition above about 38%;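 further: extracellular domain of Rv3671c used as enzyme; 0% = enzyme with DMSO and 100% = no enzyme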
# Target sequence (P9WHR9 whole entry, looked up, the tested form may be a part): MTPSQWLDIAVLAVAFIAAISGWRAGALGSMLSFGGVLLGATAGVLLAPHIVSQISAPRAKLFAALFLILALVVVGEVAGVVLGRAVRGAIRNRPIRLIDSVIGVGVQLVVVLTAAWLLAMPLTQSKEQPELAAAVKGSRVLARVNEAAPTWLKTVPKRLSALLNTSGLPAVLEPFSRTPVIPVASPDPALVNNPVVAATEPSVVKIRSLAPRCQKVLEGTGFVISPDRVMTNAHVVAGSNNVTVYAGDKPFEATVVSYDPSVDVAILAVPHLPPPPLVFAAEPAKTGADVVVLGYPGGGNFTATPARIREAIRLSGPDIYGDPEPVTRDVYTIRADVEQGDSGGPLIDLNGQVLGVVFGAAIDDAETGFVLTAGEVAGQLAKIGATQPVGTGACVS
# GDH-TPI inh – GDH-TPI coupled enzyme inhibition counter-screen; GDH-TPI coupled enzyme counterscreen, NADH absorbance; inhibition, % at 4.8 µM; hit rate 1.2% among 360,000; AID 588335;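 further: 0% = DMSO wells and 100% = wells lacking the enzyme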
# BoNT-F LC inh – inhibitors of Botulinum neurotoxin F light chain protease; Multiplex microsphere protease cleavage assay, flow cytometry; inhibition, % at 10 µM; hit rate 0.22% among 360,000; in the data active means inhibition above about 35%, passing the limit was not always enough; inconclusive means no clear call, values can overlap the other calls; further: plate controls were buffer without enzyme for full effect and enzyme alone for no effect
# Mtb UGM inh – Mtb UDP-galactopyranose mutase inhibition | purified UGM, fluorescence polarization probe displacement | inhibition, % at 10 µM | hit rate 0.06% among 320,000; in the data active means inhibition above about 10%, passing the limit was not always enough; inconclusive means no clear call, values can overlap the other calls
# Target sequence (P9WIQ1 whole entry, looked up): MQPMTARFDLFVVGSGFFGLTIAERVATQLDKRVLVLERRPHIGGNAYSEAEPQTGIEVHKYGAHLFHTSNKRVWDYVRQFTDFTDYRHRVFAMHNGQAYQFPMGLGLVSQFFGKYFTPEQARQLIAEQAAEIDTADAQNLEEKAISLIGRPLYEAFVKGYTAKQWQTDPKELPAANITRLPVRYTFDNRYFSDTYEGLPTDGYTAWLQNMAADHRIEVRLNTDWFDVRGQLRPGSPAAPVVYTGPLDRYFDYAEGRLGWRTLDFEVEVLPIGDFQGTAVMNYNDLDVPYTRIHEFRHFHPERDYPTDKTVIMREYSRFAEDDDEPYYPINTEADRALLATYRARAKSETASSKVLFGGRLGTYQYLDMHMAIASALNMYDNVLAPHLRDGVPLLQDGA
# CCHF vOTU inh – CCHFV vOTU protease inhibition | inhibition, % at 11.5 µM | AID 651958 | Pep-AMC fluorescence | hit rate 0.55% among 370,000; further: 0% = vehicle wells with enzyme and 100% = no enzyme wells
# VHR inh abs – blocks human VHR1 dual specificity phosphatase | P51452 | recombinant VHR phosphatase, pNPP absorbance | inhibition, % at 13.3 µM | hit rate 0.52% among 290,000 | AID 1654; in the data active means inhibition above about 50%; further: some compounds called inactive have numbers as strong as hits
# Target sequence (P51452 whole entry, looked up): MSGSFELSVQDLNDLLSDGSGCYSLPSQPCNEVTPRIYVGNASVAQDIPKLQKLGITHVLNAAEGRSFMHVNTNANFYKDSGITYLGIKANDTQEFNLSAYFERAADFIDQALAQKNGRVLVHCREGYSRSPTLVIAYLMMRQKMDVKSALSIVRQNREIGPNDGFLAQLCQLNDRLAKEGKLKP
# * hit, by the source's call; ? = inconclusive; . = no result given; & = joins results of further samples. Unless noted, no stated cut-off is given here; in the data, active means inhibition above about 30%; inactive means the rest.
SMILES,BioA inh,MazEF act,FadD28 binding,Mtb FBA inh,Rv3671c protease,GDH-TPI inh,BoNT-F LC inh,Mtb UGM inh,CCHF vOTU inh,VHR inh abs
CC[C@H](C)/C=C(C)/C=C/C1=CC2=C(Cl)C(=O)[C@](C)(OC(C)=O)C(=O)C2=CO1,6.8,-48,17*,5,9,23,-16,.,.,.
O=C(NCCc1c[nH]c2ccccc12)c1cncc(Br)c1,.,3,-4.3,-2,11,-9,3,3.7,6,-5
CCO[C@@H]1OC(C(=O)O)=C[C@H](c2ccc(C(F)(F)F)cc2)[C@H]1CCCO,-2.8,0,0.5,-1,-12,6,-3,-0.5,6,7
COc1ccc(NC(=O)CSc2nc(-c3ccco3)nc3cc(=O)[nH]n23)cc1Cl,-0.8,4,0.3,0,-3,17,2,0.8,14,-2
CCOc1cc(C(=O)Nc2ccc(F)cc2)cc(Br)c1OC,.,-8,-3.3,1,-26,12,-3,0.7,3,-4
O=C(O)c1ccc2c(c1)C1C(Cl)C(Sc3ccccc3[N+](=O)[O-])CC1C(c1cccc([N+](=O)[O-])c1)N2 (stereo not drawn),17,0,43*,-2,.,-3,-11,.,.,24
O=C(O)c1ccc(N/N=C/c2cn(Cc3ccccc3F)c3ccccc23)cc1,12,-10,13*,11,-35,42*,0,-1.5,16,5
O=C(NC1CCN(S(=O)(=O)c2ccc(Cl)cc2)CC1)c1cccnc1,-1.7,1,-0.2,0,2,1,2,1.5,6,20
C[C@H](CO)N1C[C@H](C)[C@@H](CN(C)C(=O)Oc2cccc3ccccc23)OCc2cn(nn2)CCCC1=O,-0.7&0.4&-1.3,0,-0.5,-1,.,-5,3,.,-1,.
CNC(=O)Cn1nc(C)c(S(=O)(=O)N2CCOCC2)c1C,0.3,3,-3.8,0,2,-6,1,-1.3,-2,.
N#Cc1nc(Cc2cccc3ccccc23)oc1NCCCn1ccnc1,3.8,3,-0.3,4,-6,-13,-3,0.9,10,-8
CC(=O)c1ccc(N2CCN(C(=O)c3cccc(Oc4ccccc4)c3)CC2)cc1,.,1,0.6,0,-3,8,-4,-1.0,16,26
Cc1cccc(NC(=O)CCN2CC(C)CC(C)C2)c1 (stereo not drawn),0.1,11,-2.9,-2,-2,-1,18,-0.1,-4,29
COCCCNC(=O)CCn1c(=O)c2ccccc2n(Cc2cccc([N+](=O)[O-])c2)c1=O,-0.6,8,-1.0,3,4,0,7,-1.0,7,-20
O=C(COC(=O)c1cc(S(=O)(=O)N2CCOCC2)ccc1O)NCC1CCCO1 (stereo not drawn),1.2,4,0.1,9,2,9,1,-0.7,2,-9
O=C(NC1CCCC1)c1cc2ccccc2o1,0.1,2,-0.4,0,-3,5,0,-0.4,15,4
CC(C)Cn1c(N)c(C(=O)COC(=O)c2ccc([N+](=O)[O-])o2)c(=O)n(C)c1=O,.,-9,0.8,-1,-11,10,-4,1.3,21,26
Cc1ccc(NC(=O)COc2ncnc3cc([N+](=O)[O-])ccc23)cc1S(=O)(=O)N1CCOCC1,0.6,14,-2.5,-2,-7,20,-2,1.1,14,10
COc1cccc(CN2CCNC(=O)C2CC(=O)NCc2cn3ccccc3n2)c1OC (stereo not drawn),.,1,-1.2,2,-3,3,-6,0.8,-2,26
CCOc1ccc(-c2[nH]nc3c2C(c2cccnc2)C(C#N)=C(N)O3)cc1 (stereo not drawn),1.2,-1,0.7,1,11,3,-3,0.2,8,14
C=CCN1C(=O)C(=O)N(CC(=O)NCC(=O)Nc2ccc(F)c(F)c2F)C1=O,-0.3,4,-0.6,-2,1,0,2,1.7,2,.
COc1ccc(Cl)cc1Nc1nc(N)nc(C(F)(F)F)n1,.,-2,-0.4,2,-2,1,-12,-1.8,9,37
COC(=O)[C@@H]1Cc2c([nH]c3ccccc23)C2CCC(=O)N21 (stereo partly drawn),-1.3,4,-0.7,2,.,5,-2,-2.3,-19,23
O=c1oc(Nc2cccc(F)c2)nc2ccccc12,-0.9,4,-2.2,36*,3,-2,1,-1.6,15,3
Cc1ccc(NC(=O)c2ccc(OCC3CCCO3)cc2)c(C)c1 (stereo not drawn),.,14,1.1,-5,-4,9,-1,-2.9,-14,34
CCCCc1c(O)nc(SCC(=O)c2ccccc2)n(-c2ccccc2OC)c1=O,0.0,5,-2.1,0,-1,26,?,0.9,11,-3
O=C(CCN=C1NS(=O)(=O)c2ccccc21)Nc1ccc(Cl)cc1F,.,-6,-0.1,0,6,1,-9,-3.0,3,.
CCCCn1c(O)c(C(CC)=NCc2cccnc2)c(=O)[nH]c1=O,5.8,-5,-0.8,4,-1,9,1,-0.4,-8,28
CS(=O)(=O)c1ccc(C(=O)N2CC(=O)Nc3ccccc32)cc1,-4.3,-20,0.0,5,-1,6,-5,2.1,-1,27
O=C(Cc1coc2cc3c(cc12)CCC3)OCC(=O)N1CCCC1=O,.,-4,-1.2,4,-9,-3,-7,-0.4,6,10
COc1cc2c(C(=O)NCc3ccc4c(c3)OCO4)cn(C)c(=O)c2cc1OC,-1.0,4,-2.2,1,5,11,3,-1.5,-2,19
COc1ccc(/C=N/Nc2nncn2N)cc1Br,-0.9,-31,-2.0,-15,-68,-29,17,3.1,91*,2
CCOc1cc2[nH]c(=S)n(Cc3ccc(C(=O)NCCOC)cc3)c(=O)c2cc1OCC,-7.1,2,-2.5,1,-3,17,-2,0.1,-1,4
C/C(=N\NC(=O)Cc1c(C)[nH][nH]c1=O)c1cccc(Br)c1,.,-4,-0.7,1,2,5,-9,1.1,-5,30
CN(C(=O)COC(=O)/C=C/c1ccc(S(=O)(=O)N2CCc3ccccc32)cc1)C1CCS(=O)(=O)C1 (stereo not drawn),-1.2,4,-0.1,3,-2,5,4,4.6,-2,22
Cc1ccc(Cl)cc1N1CCN(C(c2ccc(C#N)cc2)c2nnnn2C2CCCC2)CC1 (stereo not drawn),-0.4,0,-1.7,-2,-13,17,6,0.5,2,-2
Cc1ccc(CNC(=O)C2CC=CCC2C(=O)O)cc1 (stereo not drawn),-0.8,5,-0.4,4,-1,-5,24,2.1,8,-1
CC(Sc1nnnn1C1CC1)C(=O)Nc1cccc(S(=O)(=O)N2CCOCC2)c1 (stereo not drawn),0.1,2,-1.2,1,.,-8,4,.,-3,.
Cc1ccc(S(=O)(=O)N2CCOCC2)cc1C(=O)NC1=NCCS1,-1.2,3,-2.3,1,2,7,-6,0.7,-4,.
CCOc1ccc(S(=O)(=O)NCc2ccc(F)cc2)c2cccnc12,0.8,3,0.3,22,-3,7,-1,-2.7,-9,8

# Entries of single compounds, looked up by structure. Values in the order: BioA inh	MazEF act	FadD28 binding	Mtb FBA inh	Rv3671c protease	GDH-TPI inh	BoNT-F LC inh	Mtb UGM inh	CCHF vOTU inh	VHR inh abs
# CC(Sc1nnnn1C1CC1)C(=O)Nc1cccc(S(=O)(=O)N2CCOCC2)c1 (stereo not drawn) across the screens: 0.1	2	-1.2	1	.	-8	4	.	-3	.
# CCOc1cc2[nH]c(=S)n(Cc3ccc(C(=O)NCCOC)cc3)c(=O)c2cc1OCC across the screens: -7.1	2	-2.5	1	-3	17	-2	0.1	-1	4
# COc1ccc(/C=N/Nc2nncn2N)cc1Br across the screens: -0.9	-31	-2.0	-15	-68	-29	17	3.1	91*	2
# CCOc1ccc(S(=O)(=O)NCc2ccc(F)cc2)c2cccnc12 across the screens: 0.8	3	0.3	22	-3	7	-1	-2.7	-9	8
# C/C(=N\NC(=O)Cc1c(C)[nH][nH]c1=O)c1cccc(Br)c1 across the screens: .	-4	-0.7	1	2	5	-9	1.1	-5	30

# (further entries)
SMILES,BioA inh,MazEF act,FadD28 binding,Mtb FBA inh,Rv3671c protease,GDH-TPI inh,BoNT-F LC inh,Mtb UGM inh,CCHF vOTU inh,VHR inh abs
CCOc1ccc(C(=O)NC(C(=O)NCc2ccccn2)C(C)C)cc1 (stereo not drawn),.,3,-3.7,1,-8,-6,-5,-1.0,1,-15
COCCN(C(=S)Nc1ccc(C)cc1C)C(C)c1cccs1 (stereo not drawn),.,6,-3.9,1,-1,1,1,1.0,24,-1
CC(C)(C)c1cc[n+](-c2nc([O-])sc2C=O)cc1,.,-5,-2.4,-1,-1,12,-4,1.9,22,-11
O=C(OCC(=O)N(C1CCCCC1)C1CCCCC1)c1cnccn1,-0.9,3,-4.2,2,7,-2,?,-1.4,3,9
COc1ccccc1NC(=O)CSc1ncnc2c1oc1ccccc12,-0.9,-2,-5.2,-3,11,-11,0,4.6,6,0
Nc1nc(NCCCN2CCOCC2)nc(Nc2ccc(Cl)cc2)c1[N+](=O)[O-],-0.1,8,-0.7,0,1,10,-8,0.5,-8,13
COc1ccc(NC(C)=O)cc1S(=O)(=O)N1CCN(C/C=C/c2ccccc2)CC1,.,-2,-1.3,3,-7,29,-4,-1.2,-3,5
CC(C)=C1SC(N2CCN(c3cccc(C)c3)CC2)=NC1=O,0.9,-2,-1.2,2,9,6,-8,1.3,12,15
COc1ccc(S(=O)(=O)NCC(c2ccco2)N2CCc3ccccc3C2)cc1 (stereo not drawn),-3.4,-14,-3.1,-4,-11,2,.,0.2,35*,.
N#Cc1ccccc1OCC(=O)OCC(=O)N1CCCC1,-4.0,5,-4.0,-1,4,-5,-2,-4.8,-5,.
O=C(COC(=O)/C=C/c1ccc(S(=O)(=O)N2CCCCCC2)cc1)NCc1ccccc1Cl,.,-3,-2.2,1,-1,11,-2,0.8,-9,6
Cc1cccc(C)c1OCc1cc(C(=O)N(Cc2nccn2C)C(C)C)no1,0.4,-7,0.4,1,4,0,-6,1.7,-3,8
O=C(Nc1ccccc1)Nc1ccc(Cl)c([N+](=O)[O-])c1,.,17,-1.7,-1,-41,-1,-7,.,3,2
CO/C(N)=C(\C#N)N=Cc1ccccc1Cl,.,-8,-2.3,5,3,4,-7,3.2,-8,12
CN(c1ccccc1)S(=O)(=O)c1cc(C(=O)OCC(N)=O)ccc1Cl,.,24,-3.2,3,2,-10,0,0.3,-2,4
OC1(c2cccs2)CN(c2ccc(Cl)cc2)C2=[N+]1CCCS2 (stereo not drawn),.,-16,-1.9,3,9,2,4,3.2,4,15
O=C(Cn1ccc(NC(=O)OCc2ccccc2)nc1=O)NCCN1CCOCC1,-0.7,1,-0.2,-1,2,4,-4,1.1,-5,.
CCN1C(=O)NC2C1N(S(C)(=O)=O)CCN2S(C)(=O)=O (stereo not drawn),-1.6,-14,1.0,-3,-4,-4,7,3.9,-5,15
Cc1ccc(N(Cc2ccccc2)C(=O)CN2C(=O)NC3(CCCC3)C2=O)cc1,2.5,6,-2.3,2,0,-7,24,0.1,-6,32
CC(C)C(=O)Nc1ccc(C(=O)NNC(=O)CCCOc2ccc(Cl)cc2Cl)cc1,-1.4,-2,-1.2,-1,-4,14,-3,0.2,-6,28
COc1ccccc1NC(=O)N1CCN(c2ccc3nncn3n2)CC1,2.2,4,-0.2,0,3,-5,-10,0.7,-4,21
COC(=O)[C@]1(Cc2ccccc2)N[C@H](CN(C)S(=O)(=O)c2ccc(C(C)(C)C)cc2)[C@@H]2C(=O)N(C)C(=O)[C@@H]21,-0.2,29,-2.9,-2,3,1,0,-5.6,-1,.
COc1ccc(C(C)(NC(C)=O)c2nc(-c3cccc(NC(C)=O)c3)cs2)cc1 (stereo not drawn),2.9,.,-4.2,-3,.,4,-3,.,-2,.
CC(=O)c1c(C(C)=O)c(C)n(Cc2ccc3c(c2)OCO3)c1C,2.8,2,-3.1,-1,7,-10,-12,-2.5,-2,28
NC(=O)c1ccccc1NC(=O)CCCCCn1nnc2ccccc2c1=O,-0.5,1,-1.1,4,-10,10,18,-1.7,-16,-5
CCCOc1ccccc1C(=O)N(Cc1ccc(C)o1)C1CCS(=O)(=O)C1 (stereo not drawn),-1.8,6,-1.6,1,3,-7,-3,-0.9,7,16
NC(=O)c1ccc(NC(=O)CSc2cn(CC(=O)N3CCOCC3)c3ccccc23)cc1,-6.5,2,0.0,-1,11,3,0,1.4,-9,-7
CCCCc1ccc(NC(=S)N2CCCC2)cc1,-1.6,5,-3.7,0,.,5,4,-3.9,2,11

# Rows were taken by chance; any-hit rate near 4.9%.
